Compound activity as filed in PubChem.
Rab9 promoter act: activators of Rab9 promoter. Huh7 Rab9 promoter-luciferase reporter, luminescence, 24 h. Potency, µM (highest dose often 9.22 µM), without a hit: top-dose activation, negative = inhibition, actives largely listed as activators. actives 2.8% (n = 320,000). AID 485297; also: % of control where 0% means no effect; nearly all actives have a fitted effect of over 60% in size
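Promoter activation is measured as luciferase luminescence in Huh7 cells stably transfected with a Rab9 promoter–luciferase construct, following 24 h compound exposure at 37 °C and 10 min reagent incubation at ambient temperature.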
FLuc counter: firefly luciferase modulation, counter-screen for miR-21 project. P08659. purified FLuc, Km substrates, luminescence inhibition. Potency, µM (top dose mostly 57.5 µM), for the others: at the top dose activity change, negative = inhibition, usual class: inhibitors. actives 6.9% (n = 360,000). AID 588342;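 also: plate controls were vehicle for no effect and reference inhibitor for full effect; nearly all actives have a fitted effect of over 55% in size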
Target sequence (P08659 whole entry, looked up): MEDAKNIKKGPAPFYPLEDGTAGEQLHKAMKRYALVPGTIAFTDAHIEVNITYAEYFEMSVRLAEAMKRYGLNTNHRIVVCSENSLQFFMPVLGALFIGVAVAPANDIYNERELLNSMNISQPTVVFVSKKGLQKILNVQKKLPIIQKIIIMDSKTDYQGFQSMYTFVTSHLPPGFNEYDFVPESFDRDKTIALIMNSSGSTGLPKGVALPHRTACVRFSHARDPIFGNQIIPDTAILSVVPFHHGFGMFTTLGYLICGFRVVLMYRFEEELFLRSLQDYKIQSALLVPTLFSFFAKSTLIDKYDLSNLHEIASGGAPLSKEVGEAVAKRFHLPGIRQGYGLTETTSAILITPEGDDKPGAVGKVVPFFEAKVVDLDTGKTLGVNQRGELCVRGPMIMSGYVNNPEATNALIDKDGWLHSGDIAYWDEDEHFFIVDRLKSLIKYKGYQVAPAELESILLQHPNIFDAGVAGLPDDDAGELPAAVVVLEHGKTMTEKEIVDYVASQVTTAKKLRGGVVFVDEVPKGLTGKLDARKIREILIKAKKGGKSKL
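Purified P. pyralis luciferase, 10 nM final, with Km-level 10 uM D-luciferin and 10 uM ATP in 50 mM Tris acetate pH 7.5, 10 mM Mg acetate, 0.01% Tween-20, 0.05% BSA; 6-point qHTS titration about 60 µM downward; luminescence read.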
uPA surface inh: blocks generation of uPA at the cell surface; cell surface uPA generation assay, qHTS; Potency, µM (series often up to 38.3 µM), without a hit: top-dose activity change, negative = inhibition, hits mostly inhibitors; actives 0.31% (n = 330,000); active = well fitted inhibition curve with a large enough effect; inconclusive = small, poorly fitted or top-dose-only effect; inactive = no such curve, though single readings can be large or run the other way; tested in mouse RAW 264.7 cells; also: % is scaled to controls: 0 for no effect and ±100 for the full control effect; nearly all actives have a fitted effect of over 55% in size
p53 reactivation: mutant p53 re-activation in reporter cells; H1299 p53-A138V BP100-luciferase reporter, luminescence, 24 h; AID 504706; Potency, µM (highest dose often 92.2 µM), inactives show at the highest dose activity change, positive = activation, hits mostly activators; actives 0.063% (n = 320,000); also: % of control where 0% means no effect; nearly all actives have a fitted effect of over 45% in size
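H1299 (p53-null), stable ts p53-A138V + BP100-Luc; 1000 cells/well, Opti-MEM/10% FBS; cpd 4 pt, 1:5; 24 h, 37 deg C, 5% CO2; detection reagent 10 min RT; luminescence.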
NPC1 prom act: NPC1 promoter activation. Huh7 NPC1 promoter luciferase reporter, 24 h. Potency, µM (titrated, usually from 9.22 µM), for inactives: at the top dose activation, usual class: activators. actives 2.4% (n = 320,000);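 also: % of control where 0% means no effect; nearly all actives have a fitted effect of over 60% in size; reporter is driven by a mutant NPC1 promoter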
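Stably transfected Huh7 (NPC1 promoter→luciferase), 1500 cells/well in Opti-MEM + 10% FBS, 2 h settle, then compound 24 h at 37 °C. Luminescence after 10 min with Amplite reagent.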
BRCA1 expr act: BRCA1 expression activation | Potency, µM (series often up to 46.1 µM), inactives show top-dose activation, actives largely listed as activators | MCF7-BRCA1-FFLuc reporter, luminescence, 48 h; response scale: scaled: vehicle 0%, 10 µM genistein 100% | actives 1.1% (n = 380,000) | AID 624202; also: nearly all actives have a fitted effect of over 80% in size; some results filed as inactive show a strong effect at the top dose
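Using MCF7 cells harboring a BRCA1 firefly luciferase reporter, plated 2 h before compound pinning, the screen measured luminescence after 48 h incubation. Responses were normalized to DMSO and 10 microM genistein, then fitted for concentration-effect.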
RORgamma inh: blocks mouse ROR gamma transcriptional activity; P51450; Drosophila S2 Gal4-RORgamma UAS-luciferase reporter, 20 h; Potency, µM (top dose mostly 53.6 µM), inactives show at the top dose activity change, negative = inhibition, actives largely listed as inhibitors; actives 5.4% (n = 310,000); also: % is scaled to controls: 0 for no effect and ±100 for the full control effect; nearly all actives have a fitted effect of over 60% in size
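Luminescence from a UAS-regulated Photinus luciferase reporter in stably transfected Drosophila Schneider cells is measured; decreased signal marks ROR gamma inhibition. Fusion expression is induced by 700 uM copper sulfate for 20 hr.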
Gal4-VP16 FLuc: Gal4-VP16 reporter inhibition counter-screen; Drosophila S2 Gal4-VP16 UAS-luciferase, luminescence, 20 h; Potency, µM (top dose mostly 53.6 µM), for inactives: at the top dose activity, negative = inhibition, actives largely listed as inhibitors; actives 3.5% (n = 310,000);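 also: Gal4-VP16 expression switched on by copper sulfate through the metallothionein promoter; % is scaled to controls: 0 for no effect and ±100 for the full control effect; nearly all actives have a fitted effect of over 50% in size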
ELG1 genotox: induces genotoxicity in HEK293T cells with luciferase-tagged ELG1 | actives 1.3% (n = 330,000) | Potency, µM (top dose mostly 46 µM), for inactives: at the highest dose activity change, positive = activation, most hits filed as activators | HEK293T ELG1-luciferase reporter, luminescence, 16 h; also: % of control where 0% means no effect; nearly all actives have a fitted effect of over 60% in size
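Screening used a luciferase reporter fused to human ELG1 in HEK293T cells. Luminescence was read on a CCD plate imager after 16 hr exposure and 30 min ONE-Glo incubation.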
MBNL1-CUG inh: MBNL1-poly(CUG) RNA binding inhibition; AID 2675; TR-FRET MBNL1-His/biotin-(CUG)12 binding, 665/545 ratio; Q9NR56; actives 0.036% (n = 280,000); Potency, µM (series often up to 57.5 µM), for inactives: at the top dose activity change, negative = inhibition, usual class: inhibitors; active = well fitted inhibition curve with a large enough effect in the signal ratio, with a control signal flat, not every such curve was filed as active; inconclusive = small, poorly fitted or top-dose-only effect, or effect the other way, or a change in a side signal; inactive = no such curve, though single readings can be large or run the other way; the % refers to the signal ratio; also: % is scaled to controls: 0 for no effect and ±100 for the full control effect
Target sequence (Q9NR56 whole entry, looked up): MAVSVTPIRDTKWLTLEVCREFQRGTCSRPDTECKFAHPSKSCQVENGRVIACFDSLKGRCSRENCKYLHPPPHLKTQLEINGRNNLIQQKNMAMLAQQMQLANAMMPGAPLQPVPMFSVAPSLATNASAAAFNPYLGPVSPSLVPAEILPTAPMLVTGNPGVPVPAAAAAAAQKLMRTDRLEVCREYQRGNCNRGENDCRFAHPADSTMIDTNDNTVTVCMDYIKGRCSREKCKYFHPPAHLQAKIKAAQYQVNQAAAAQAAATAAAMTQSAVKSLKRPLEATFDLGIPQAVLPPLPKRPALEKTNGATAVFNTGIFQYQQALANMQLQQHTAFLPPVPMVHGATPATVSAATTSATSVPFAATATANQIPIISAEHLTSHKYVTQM
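His-tagged MBNL1 binding to biotinylated (CUG)12 RNA was measured by TR-FRET using terbium anti-His antibody (0.055 ng/ul final) and streptavidin-XL665 (5 nM final). Compounds were titrated 92 nM to 58 uM; 60 min at room temperature.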
* marks the source's active call; other numbers are inactive results; [ ] = remark or other dose. Unless noted, calls follow the shape of the dose curve; as a rule, active = well fitted curve in the direction sought with a large enough effect; inconclusive = small, poorly fitted or top-dose-only effect, or another doubt; inactive = no such curve, though single readings can be large; an effect the other way counts as inactive or inconclusive. Potency is read from the fitted curve at half-maximal effect.

What do the screens show for `COCCSc1nnc(NS(=O)(=O)c2ccc(F)cc2)s1`?
Rab9 promoter act: -4%; FLuc counter: 0%; uPA surface inh: 1%; p53 reactivation: -4%; NPC1 prom act: 0%; BRCA1 expr act: -17%; RORgamma inh: 3%; Gal4-VP16 FLuc: -6%; ELG1 genotox: -1%; MBNL1-CUG inh: 3%

How did NS(=O)(=O)c1ccc(NC(=S)N2CCN(c3ccccc3Cl)CC2)cc1 do in these assays?
Rab9 promoter act: -6%; FLuc counter: -1%; uPA surface inh: 1%; p53 reactivation: -4%; NPC1 prom act: 0%; BRCA1 expr act: -27%; RORgamma inh: inconclusive; Gal4-VP16 FLuc: -11%; ELG1 genotox: -8%; MBNL1-CUG inh: -18%

What do the screens show for `O=C(Cn1cnc2c(cnn2-c2ccc(Cl)cc2)c1=O)NCC1CCCO1` (stereo not given)?
Rab9 promoter act: -1%; FLuc counter: 0%; uPA surface inh: 1%; p53 reactivation: -15%; NPC1 prom act: 1%; BRCA1 expr act: 0%; RORgamma inh: 32%; Gal4-VP16 FLuc: -4%; ELG1 genotox: -3%; MBNL1-CUG inh: 3%

What do the screens show for `COc1ccc(C(=O)OCC(=O)Nc2nnc(-c3ccccc3)o2)cc1`?
Rab9 promoter act: -4%; FLuc counter: -9%; uPA surface inh: 3%; p53 reactivation: 20%; NPC1 prom act: -1%; BRCA1 expr act: 10%; RORgamma inh: 4µM*; Gal4-VP16 FLuc: 5µM*; ELG1 genotox: -1%; MBNL1-CUG inh: 0%

What do the screens show for `O=C1c2ccccc2C(=O)N1C(CO)C(O)c1ccc([N+](=O)[O-])cc1` (stereo not given)?
Rab9 promoter act: -4%; FLuc counter: 1%; uPA surface inh: -7%; p53 reactivation: 0%; NPC1 prom act: -4%; BRCA1 expr act: 0%; RORgamma inh: -12%; Gal4-VP16 FLuc: -1%; ELG1 genotox: 0%; MBNL1-CUG inh: 14%

What do the screens show for `CCc1nc2ccc(C(=O)N3CCN(CC)CC3)cc2nc1CC`?
Rab9 promoter act: 0%; FLuc counter: 1%; uPA surface inh: -3%; p53 reactivation: 1%; NPC1 prom act: -3%; BRCA1 expr act: -2%; RORgamma inh: 1%; Gal4-VP16 FLuc: -6%; ELG1 genotox: 1%; MBNL1-CUG inh: 0%

Results for N#Cc1ccccc1N=Cc1ccc(Br)cc1 ?
Rab9 promoter act: 0%; FLuc counter: 1.5µM*; uPA surface inh: 1%; p53 reactivation: 6%; NPC1 prom act: 0%; BRCA1 expr act: -18%; RORgamma inh: -11%; Gal4-VP16 FLuc: -5%; ELG1 genotox: 3%

What do the screens show for `Cc1c(Cl)cccc1NC(=O)Nc1cc(C(C)(C)C)on1`?
Rab9 promoter act: -2%; FLuc counter: inconclusive; uPA surface inh: 11%; p53 reactivation: 28%; NPC1 prom act: 1%; BRCA1 expr act: -55%; RORgamma inh: -31%; Gal4-VP16 FLuc: inconclusive; ELG1 genotox: -3%; MBNL1-CUG inh: 3%

What do the screens show for `CCOC(=O)C1CCCN(C(=S)Nc2ccc(Nc3ccccc3)cc2)C1` (stereo not given)?
Rab9 promoter act: 1.4µM*; FLuc counter: -7%; uPA surface inh: 0%; p53 reactivation: -3%; NPC1 prom act: inconclusive; BRCA1 expr act: 38%; RORgamma inh: inconclusive; Gal4-VP16 FLuc: 2%; ELG1 genotox: 9%; MBNL1-CUG inh: -2%

How did COc1cc(CCc2ccc3c(c2)OCO3)oc(=O)c1 do in these assays?
Rab9 promoter act: 10%; FLuc counter: -12%; uPA surface inh: -8%; p53 reactivation: 3%; NPC1 prom act: 1%; BRCA1 expr act: 38%; RORgamma inh: 0%; Gal4-VP16 FLuc: inconclusive; ELG1 genotox: 5%; MBNL1-CUG inh: -17%

How did O=C(/C=C/c1ccc(-c2ccccc2)cc1)NCc1cccnc1 do in these assays?
Rab9 promoter act: 13%; FLuc counter: 7.6µM*; uPA surface inh: -4%; p53 reactivation: 0%; NPC1 prom act: 21%; BRCA1 expr act: 76%; RORgamma inh: 21%; Gal4-VP16 FLuc: -6%; ELG1 genotox: 2%; MBNL1-CUG inh: 17%

How did CCn1cc(C(=O)NCc2ccc(OC)cc2OC)c(=O)c2ccc(C)nc21 do in these assays?
Rab9 promoter act: 7%; FLuc counter: 0%; p53 reactivation: -4%; NPC1 prom act: 1%; RORgamma inh: -9%; Gal4-VP16 FLuc: 3%; ELG1 genotox: -6%; MBNL1-CUG inh: 3%

What do the screens show for `CCn1cc(C(=O)N[C@H](C(=O)NCCCOC)C(C)C)c(=O)c2cc3c(cc21)OCO3`?
Rab9 promoter act: 7%; FLuc counter: 0%; uPA surface inh: 0%; p53 reactivation: -1%; NPC1 prom act: 0%; BRCA1 expr act: -1%; RORgamma inh: 13%; Gal4-VP16 FLuc: 1%; ELG1 genotox: -2%; MBNL1-CUG inh: -10%

Results for CN1CCN(Cc2cc(=O)oc3cc4c(cc23)CCC4)CC1 ?
Rab9 promoter act: 19%; FLuc counter: -1%; uPA surface inh: 5%; p53 reactivation: inconclusive; NPC1 prom act: 2%; BRCA1 expr act: 20%; RORgamma inh: -3%; Gal4-VP16 FLuc: 0%; ELG1 genotox: 9%; MBNL1-CUG inh: 67%[activator]

How did COc1cccc(O[C@@H]2O[C@@H]3COC(C)(C)O[C@H]3[C@H](O)[C@H]2NC(C)=O)c1 do in these assays?
Rab9 promoter act: 0%; FLuc counter: -2%; uPA surface inh: -5%; p53 reactivation: -15%; NPC1 prom act: -1%; BRCA1 expr act: -14%; RORgamma inh: 8%; Gal4-VP16 FLuc: 1%; ELG1 genotox: 5%; MBNL1-CUG inh: 10%

Results for O=C(Nc1ccnn1C1CCN(Cc2ccccc2)CC1)C1CCCC1 ?
Rab9 promoter act: 5%; FLuc counter: 2%; uPA surface inh: 1%; p53 reactivation: 21%; NPC1 prom act: -5%; BRCA1 expr act: -2%; RORgamma inh: 7%; Gal4-VP16 FLuc: 8%; ELG1 genotox: 1%; MBNL1-CUG inh: -11%

How did CCCCNC(=S)NCc1ccc2c(c1)cc(C)n2C do in these assays?
Rab9 promoter act: 0%; FLuc counter: 0%; uPA surface inh: 4%; p53 reactivation: 0%; NPC1 prom act: 0%; BRCA1 expr act: -19%; RORgamma inh: 11µM*; Gal4-VP16 FLuc: inconclusive; ELG1 genotox: 1%; MBNL1-CUG inh: -20%

How did CO/N=C(/CS(=O)Cc1ccc(Cl)cc1)c1ccc(Cl)cc1 (stereo not given) do in these assays?
Rab9 promoter act: 1%; FLuc counter: 1%; uPA surface inh: -3%; p53 reactivation: 1%; NPC1 prom act: -5%; BRCA1 expr act: 0%; RORgamma inh: 11%; Gal4-VP16 FLuc: 1%; ELG1 genotox: -3%; MBNL1-CUG inh: 1%

How did O=C(O)CCCN1C(=O)/C(=C\c2ccc(-c3nc4ccccc4s3)o2)SC1=S do in these assays?
Rab9 promoter act: -2%; FLuc counter: -9%; uPA surface inh: -4%; p53 reactivation: -2%; NPC1 prom act: 0%; BRCA1 expr act: -8%; RORgamma inh: -3%; Gal4-VP16 FLuc: -4%; ELG1 genotox: 0%; MBNL1-CUG inh: 14%

What do the screens show for `CCOc1ccc(NC(=O)CN(C)CC(=O)Nc2cccc(Cl)c2C)cc1OCC`?
Rab9 promoter act: -2%; FLuc counter: 4%; uPA surface inh: 2%; p53 reactivation: -4%; NPC1 prom act: 0%; BRCA1 expr act: -4%; RORgamma inh: 9%; Gal4-VP16 FLuc: 0%; ELG1 genotox: -3%; MBNL1-CUG inh: 0%

What do the screens show for `COc1ccc(Cl)cc1C(=O)Nc1cccc2ncccc12`?
Rab9 promoter act: 2%; FLuc counter: -16%; uPA surface inh: 4%; p53 reactivation: 6%; NPC1 prom act: -2%; BRCA1 expr act: -54%; RORgamma inh: -8%; Gal4-VP16 FLuc: 1%; ELG1 genotox: 1%; MBNL1-CUG inh: 10%

What do the screens show for `CCn1c2ccccc2c2cc(NC(=O)c3cccc([N+](=O)[O-])c3C)ccc21`?
Rab9 promoter act: -6%; FLuc counter: -1%; uPA surface inh: -2%; p53 reactivation: 6%; NPC1 prom act: -5%; BRCA1 expr act: -13%; RORgamma inh: 24%; Gal4-VP16 FLuc: -10%; ELG1 genotox: -2%; MBNL1-CUG inh: -6%

How did COc1cccc(CNC(=O)CCn2ccc3cc(S(=O)(=O)N4CCC(C)CC4)ccc32)c1 do in these assays?
Rab9 promoter act: 1%; FLuc counter: 0%; uPA surface inh: -1%; p53 reactivation: -3%; NPC1 prom act: -9%; BRCA1 expr act: -20%; RORgamma inh: -7%; Gal4-VP16 FLuc: 1%; ELG1 genotox: -7%; MBNL1-CUG inh: -3%

What do the screens show for `OC(COc1ccc(Cl)cc1)CSc1ccccn1` (stereo not given)?
Rab9 promoter act: inconclusive; FLuc counter: inconclusive; uPA surface inh: 4%; p53 reactivation: 0%; NPC1 prom act: inconclusive; BRCA1 expr act: inconclusive; RORgamma inh: 7%; Gal4-VP16 FLuc: inconclusive; ELG1 genotox: inconclusive; MBNL1-CUG inh: 2%

Hits appear at their usual frequency; 13% or so of the library scored in one or more.
